GLP1R cytotox: cytotoxicity counter-screen for GLP-1 receptor inverse agonists | HEK293 cAMP-luciferase reporter cells, luminescence, 24 h | Potency, µM (titrated, usually from 38.3 µM), for the others: at the top dose activity change, negative = inhibition, usual class: inhibitors | 0.13% of 410,000 active | AID 624418;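 further: loss of luciferase light is scored as toxicity; potency means the concentration at half of the fitted maximal effect; on the % scale 0 is the no-effect control and ±100 the full control effect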
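MLSMR compounds, 24 hr on cells at 37 deg C/5% CO2; luminescence after luciferase reagent (12 min RT). Inhibition counted as the undesired cytotoxic outcome.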
GLP1R ag: activates the human GLP-1 receptor; AID 624172; Potency, µM (highest dose often 45.6 µM), inactives show top-dose activation, actives largely listed as activators; 0.007% of 380,000 active; HEK293 GLP-1R CRE-luciferase, luminescence, 4-6 h; cells express a hypersensitive GLP-1R form; P43220; further: potency means the concentration at half of the fitted maximal effect; % of control where 0% means no effect
EPAC1 antagonist: EPAC1 (human) antagonism; EPAC1 GEF assay, Rap1b-BODIPY-GDP exchange fluorescence; Potency, µM (doses to about 115 µM), without a hit: top-dose activity change, negative = inhibition, usual class: inhibitors; O95398; 0.14% of 360,000 active;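 further: potency means the concentration at half of the fitted maximal effect; plate controls were vehicle for no effect and positive control for full effect; nearly all actives have a fitted effect of over 50% in size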
EPAC1 agonist: agonists of human EPAC1. O95398. EPAC1 agonist qHTS, biochemical assay; response scale: 100% = response to 6.5 mM cAMP. Potency, µM (doses to about 154 µM), for inactives: at the top dose activation, usual class: activators. 0.073% of 360,000 active. AID 720707; further: potency means the concentration at half of the fitted maximal effect; nearly all actives have a fitted effect of over 60% in size
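Multi-concentration qHTS readout: loss of Rap1B-bound BODIPY-GDP fluorescence driven by 100 nM EPAC1 with excess GDP (50 uM), monitored kinetically at room temperature; agonist response expressed relative to 6.5 mM cAMP.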
IL2 activator: IL-2 activation. AID 652025. IL-2 activation reporter assay, cell-based qHTS; stimulated with anti-CD3/CD4/CD28 beads; in transgenic mouse T cells. 0.065% of 360,000 active. activation, % (series mostly up to about 46 µM); in the data active means activation above about 50%; inconclusive means mostly about 30% to 49%; further: 0% is about no effect
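First, unstimulated transgenic mouse T cells were exposed to compound for 60 min. Next, anti-CD3/anti-CD4-coated beads with anti-CD28 were added. Finally, after 18 h at 37 degrees C, EGFP and DsRed were imaged.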
GLP1R inv ag: GLP-1 receptor (human) inverse agonism; HEK293 GLP-1R CRE-luciferase, luminescence, 24 h; GLP-1R form is constitutively active; Potency, µM (top dose mostly 38.3 µM), inactives show at the top dose activity change, negative = inhibition, most hits filed as inhibitors; 1.6% of 410,000 active; further: potency means the concentration at half of the fitted maximal effect; on the % scale 0 is the no-effect control and ±100 the full control effect; nearly all actives have a fitted effect of over 55% in size
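Cells are plated, allowed 12 hours at 37 deg C, then treated with compounds for 24 hr before luciferase detection reagent is added and luminescence is read after 12 min at room temperature. The HEK293 line carries constitutively active GLP-1R with a cAMP-responsive reporter.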
PTHR1 agonist: agonists of human PTHR1 parathyroid hormone receptor | Potency, µM (top dose mostly 115 µM), inactives show at the highest dose activation, hits mostly activators | HEK293 GP2 PTHR1 cells, GloSensor cAMP luminescence, 1 h | AID 743266 | 0.075% of 410,000 active; further: potency means the concentration at half of the fitted maximal effect; nearly all actives have a fitted effect of over 55% in size; some results filed as inactive show a strong effect at the top dose; inactives centre near -15; many of its hits are not listed in these tables
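HEK-293-derived GP2 cells expressing PTHR1 and a GloSensor cAMP reporter, 3,000/well, plated overnight, given luciferin plus IBMX (each 0.5 mM as added) for 1 h at 37 °C, then compound for 1 h at 37 °C. Luminescence was read after 15 min at room temperature.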
PLK1 PBD block: inhibitors of human PLK1 polo-box domain binding; P53350; Plk1 PBD binding of FITC phosphopeptide, fluorescence polarization; Potency, µM, without a hit: max response, negative = inhibition, usual class: inhibitors; 2.8% of 360,000 active; AID 720504; further: potency means the concentration at half of the fitted maximal effect; series mostly up to about 57 µM; on the % scale 0 is the no-effect control and ±100 the full control effect; nearly all actives have a fitted effect of over 65% in size
Target sequence (P53350 whole entry, looked up, the tested form may be a part): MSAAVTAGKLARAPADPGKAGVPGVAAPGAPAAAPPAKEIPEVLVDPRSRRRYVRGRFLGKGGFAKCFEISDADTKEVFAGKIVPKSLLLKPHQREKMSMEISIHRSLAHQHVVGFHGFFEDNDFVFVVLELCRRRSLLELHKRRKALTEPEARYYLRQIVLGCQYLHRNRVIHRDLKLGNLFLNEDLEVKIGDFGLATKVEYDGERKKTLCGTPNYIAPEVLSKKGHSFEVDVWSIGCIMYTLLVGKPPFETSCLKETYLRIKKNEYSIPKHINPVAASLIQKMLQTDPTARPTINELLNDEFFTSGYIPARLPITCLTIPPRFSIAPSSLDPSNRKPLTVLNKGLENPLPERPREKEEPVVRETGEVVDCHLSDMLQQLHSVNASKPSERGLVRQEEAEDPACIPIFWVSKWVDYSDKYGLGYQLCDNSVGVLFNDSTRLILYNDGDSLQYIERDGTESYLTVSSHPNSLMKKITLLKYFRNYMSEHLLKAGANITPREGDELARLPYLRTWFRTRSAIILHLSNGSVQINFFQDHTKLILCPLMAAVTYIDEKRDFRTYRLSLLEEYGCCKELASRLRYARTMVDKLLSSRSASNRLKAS
PI5P4K alpha inh: blocks human PI5P4K alpha kinase activity; P48426; PI5P4Kalpha enzyme, ADP-Glo luminescence, 60 min; active compounds read low; max response, %; 1.2% of 330,000 active; AID 652105; active means max response of -50% or lower; inconclusive means between -30% and -50%; inactive means -30% or higher; further: value at the top dose of about 77 µM; on the % scale 0 is the no-effect control and ±100 the full control effect
Target sequence (P48426 whole entry, looked up): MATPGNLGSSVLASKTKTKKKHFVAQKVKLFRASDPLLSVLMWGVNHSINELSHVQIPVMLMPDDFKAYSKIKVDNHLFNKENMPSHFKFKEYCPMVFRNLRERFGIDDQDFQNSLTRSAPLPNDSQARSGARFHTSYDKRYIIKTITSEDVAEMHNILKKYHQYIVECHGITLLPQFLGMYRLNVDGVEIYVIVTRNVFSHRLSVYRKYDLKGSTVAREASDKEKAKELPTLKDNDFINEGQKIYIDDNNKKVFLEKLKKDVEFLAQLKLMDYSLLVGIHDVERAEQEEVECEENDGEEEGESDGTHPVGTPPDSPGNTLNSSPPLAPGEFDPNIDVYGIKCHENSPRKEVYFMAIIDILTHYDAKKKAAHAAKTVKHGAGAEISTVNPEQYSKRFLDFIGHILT
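PI5P4Kalpha ADP-Glo assay; 5 microM ATP final; 60 min RT reaction; HEPES pH 7.4/EGTA/CHAPS, 5% DMSO; controls lacking substrate or enzyme; luminescent end-point.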
The depositor's hits bear a star; i = inactive; ? = inconclusive; / = not tested or not shown; [ ] = another dose, or the depositor's remark. Unless noted, the call rests on the fitted dose curve; in most records, active means well fitted curve in the direction sought with a large enough effect; inconclusive means small, poorly fitted or top-dose-only effect, or another doubt; inactive means no such curve, though single readings can be large; an effect the other way counts as inactive or inconclusive.

SMILES	GLP1R cytotox	GLP1R ag	EPAC1 antagonist	EPAC1 agonist	IL2 activator	GLP1R inv ag	PTHR1 agonist	PLK1 PBD block	PI5P4K alpha inh
Nc1c2c(nc3ccccc13)CCCC2=O	13.2%	-1.6%	-4.1%	3.3%	-0.3	3.4%	i	2.9%	-1.5
C#CCOc1c(Cl)cc(/C=N/O)cc1OC	19.5%	4.6%	-19.6%	-0.9%	-0.8	-2.6%	-0.7%	-14.7%	7.1
COc1ccccc1CNC(=O)COC(=O)c1ccco1	-8.5%	-7.0%	0.1%	0.8%	0.2	10.9%	-38.0%[inhibitor]	-13.1%	0.7
Cc1nc(NN)c2c3c(sc2n1)COC(C)(C)C3	6.3%	0.8%	8.4%	2.2%	-1.6	29.0%	i	1.6%	0.0
CN(C)S(=O)(=O)N1CCN(C(=O)N2CCCCC2)CC1	24.1%	-1.6%	0.6%	5.2%	-1.9	9.1%	-0.2%[57.5 µM]	-13.6%	/
COc1ccc(CN2C(=O)c3ccccc3C2OC)cc1 (stereo not given)	-4.4%	7.6%	-15.1%	-0.6%	1.8	6.9%	i	-5.0%	-0.9
COc1ccc(CCNC(=O)CCN2C(=O)C3CC=CCC3C2=O)cc1OC (stereo not given)	5.9%	-1.7%	-9.5%	1.2%	0.7	28.1%	i	23.8µM*	-15.0
NS(=O)(=O)c1ccc(NC(=O)COC(=O)CCc2ccccc2)cc1	-9.4%	6.6%	4.8%	-0.7%	-1.0	9.9%	-6.4%	-6.4%	-0.4
COc1ccc2cc(C(=O)NCc3ccco3)c(=Nc3ccc(C(=O)O)cc3)oc2c1	-19.2%	-5.9%	-7.8%	0.0%	0.1	-11.2%	-35.0%[inhibitor]	-9.2%	/
CC12CN3CC(C)(CN(C1)C3c1cc(Br)ccc1O)C2=O (stereo not given)	-12.4%	-0.5%	11.3%	3.2%	-3.0	-8.2%	-0.8%	2.2%	1.5
COc1ccc(-n2c(SCC#N)nc3c(sc(=S)n3-c3ccccc3)c2=O)c(OC)c1	1.5%	-2.2%	-22.8%	-3.2%	-1.9	-0.7%	11.8%	5.97µM*	?
Cc1cc(C(=O)N/N=C/c2ccc(C)s2)n[nH]1	19.8%	9.0%	-17.7%	-5.0%	2.8	7.2%	-1.0%	-2.5%	3.2

Reprinted at random: 2 entries already listed.
SMILES	GLP1R cytotox	GLP1R ag	EPAC1 antagonist	EPAC1 agonist	IL2 activator	GLP1R inv ag	PTHR1 agonist	PLK1 PBD block	PI5P4K alpha inh
COc1ccc(CN2C(=O)c3ccccc3C2OC)cc1 (stereo not given)	-4.4%	7.6%	-15.1%	-0.6%	1.8	6.9%	i	-5.0%	-0.9
COc1ccccc1CNC(=O)COC(=O)c1ccco1	-8.5%	-7.0%	0.1%	0.8%	0.2	10.9%	-38.0%[inhibitor]	-13.1%	0.7

Next section:
SMILES	GLP1R cytotox	GLP1R ag	EPAC1 antagonist	EPAC1 agonist	IL2 activator	GLP1R inv ag	PTHR1 agonist	PLK1 PBD block	PI5P4K alpha inh
CC1(C)CC(=O)C(C=NCCN2CCN(C(=O)c3ccccc3)CC2)=C(O)C1	0.5%	-12.3%	-17.2%	6.2%	-1.5	0.1%	i	-6.2%	/
COc1ccccc1NC(=S)NN=C(C)c1ccccn1	?	0.2%	-17.7%	-1.1%	-0.6	-72.3%	-15.7%	-9.8%	4.8
CC(C)(C)OC(=O)N1CCC(c2c(C(=O)NCC3CCN(C4CCCC4)C3)cnn2-c2ccccc2Cl)CC1 (stereo not given)	3.0%	11.6%	-1.9%	-7.8%	0.1	?	i	-1.3%	-6.4
COc1ccc(Br)cc1C(=O)Nc1ccccc1N1CCCC1	1.0%	17.1%	-18.0%	12.0%	-1.0	?	-43.2%[inhibitor]	2.8%	8.6
CC(C)C[C@H](NC(=O)NC(C)C)C(=O)O	5.4%	-8.6%	3.6%	3.9%	-1.0	0.0%	-15.1%[57.5 µM]	-2.4%	/
Cc1cccc2cc(/C=N/NC(=O)[C@H]3C[C@@H]3c3ccccc3)c(Cl)nc12	11.5%	0.7%	-27.5%	-9.2%	-1.3	0.5%	-7.2%	-8.8%	6.0
COc1ccc(OC)c(CN2C(=O)c3ccccc3C2C(=O)NCC2CCCO2)c1 (stereo not given)	?	-0.8%	-8.2%	-2.5%	-1.0	-7.3%	i	2.5%	2.8
Cc1ccc(F)cc1NC(=O)CN1C(=O)NC2(CCCc3ccccc32)C1=O (stereo not given)	-11.7%	-0.9%	3.7%	0.2%	-3.7	-5.9%	-35.4%[inhibitor]	2.8%	5.1
COc1ccc(CNC(=O)C/C(C)=N/NC(=O)C23CC4CC(CC(C4)C2)C3)cc1	24.1%	9.6%	-3.6%	-5.6%	-0.7	-19.5%	-18.7%	?	2.6
CCC(C(=O)N1CCCCCC1)n1nc(C)n2c(cc3occc32)c1=O (stereo not given)	-19.6%	-6.7%	15.5%	-1.8%	-2.1	2.1%	-2.0%	0.1%	-4.6
CCOC(=O)C1CCN(C(=O)Nc2ccc3nc(C)c(C)nc3c2)CC1	14.4%	33.0%	-2.1%	-4.1%	0.4	-5.8%	i	0.3%	-6.7
O=C(O)CCCC(=O)OCc1c(-c2ccccc2)ncc2ccccc12	-0.8%	10.6%	-6.9%	-19.2%	-0.2	6.4%	-20.2%	-6.6%	-8.7

Some entries already given, reduced to PI5P4K alpha inh, PTHR1 agonist and EPAC1 agonist.
SMILES | PI5P4K alpha inh | PTHR1 agonist | EPAC1 agonist
COc1ccccc1NC(=S)NN=C(C)c1ccccn1 | 4.8 | -15.7% | -1.1%
CC(C)(C)OC(=O)N1CCC(c2c(C(=O)NCC3CCN(C4CCCC4)C3)cnn2-c2ccccc2Cl)CC1 (stereo not given) | -6.4 | i | -7.8%
COc1ccc(Br)cc1C(=O)Nc1ccccc1N1CCCC1 | 8.6 | -43.2%[inhibitor] | 12.0%
CC(C)C[C@H](NC(=O)NC(C)C)C(=O)O | / | -15.1%[57.5 µM] | 3.9%
Cc1cccc2cc(/C=N/NC(=O)[C@H]3C[C@@H]3c3ccccc3)c(Cl)nc12 | 6.0 | -7.2% | -9.2%
COc1ccc(OC)c(CN2C(=O)c3ccccc3C2C(=O)NCC2CCCO2)c1 (stereo not given) | 2.8 | i | -2.5%

Next results follow.
SMILES	GLP1R cytotox	GLP1R ag	EPAC1 antagonist	EPAC1 agonist	IL2 activator	GLP1R inv ag	PTHR1 agonist	PLK1 PBD block	PI5P4K alpha inh
Cc1ccc(C(=O)N(Cc2nc3ccccc3c(=O)[nH]2)C2CCCC2)cc1	-22.4%	-10.5%	-2.4%	3.2%	0.7	?	-33.4%[inhibitor]	-8.8%	-4.4
COc1cc(OC)cc(-c2cc3ccc(F)cc3cn2)c1	-35.1%	?	-7.3%	2.3%	-0.5	-11.1%	-28.5%	-13.7%	7.6
C/C(=N\NC(=O)c1cc(C)nc2ccccc12)c1cccc(Cl)c1	-1.1%	13.9%	6.3%	-4.0%	-3.1	14.8%	-34.6%	3.4%	1.1
Cc1ccc(Cl)cc1N1CCN(S(=O)(=O)c2ccc3c(c2)NC(=O)C(C)C(=O)N3)CC1 (stereo not given)	-8.8%	-3.8%	5.9%	0.9%	-3.0	-26.8%	-17.6%	-10.0%	-4.1
Cc1ccnc(N2CCC(C(=O)NNC(=O)c3ccncc3)CC2)n1	6.4%	1.4%	-12.7%	2.0%	2.9	3.1%	i	-9.6%	0.3
N/C(=N\N=C\c1cccs1)SC1CC(=O)N(c2cccc([N+](=O)[O-])c2)C1=O (stereo not given)	-0.2%	3.6%	-17.1%	-2.4%	-0.3	-5.6%	i	-6.5%	0.0
Cc1ccccc1NC(=O)CSc1nc(N)c2c3c(sc2n1)CSC(C)(C)C3	-15.5%	12.3%	-18.1%	1.1%	-3.6	?	-46.1%[inhibitor]	-3.6%	-2.3
Cc1cc([N+](=O)[O-])nn1CC(=O)N/N=C/c1ccccc1F	-2.8%	5.2%	-9.4%	9.2%	1.4	2.3%	-6.3%	2.4%	-6.2
CN1CCN(C(=O)C2CCC(C)(C(=O)O)C2(C)C)CC1 (stereo not given)	15.8%	0.5%	8.1%	4.3%	2.2	19.8%	-8.1%	1.0%	8.4
C[C@@H]1CN([C@H](C)CO)C(=O)c2c(c3ccccc3n2C)-c2ccccc2CO[C@@H]1CN(C)S(=O)(=O)c1cccs1	-17.1%	-4.4%	1.8%	-0.2%	0.2	?	i	-3.7%	-8.8
NC(=O)c1cccn1-c1ncc(C(F)(F)F)cc1Cl	11.4%	4.0%	2.5%	6.9%	-0.1	-15.1%	i	-17.9%	-0.4
O=C(NC1CCCCC1)c1cccs1	17.0%	3.5%	-8.4%	-5.8%	-2.1	6.8%	i	-9.5%	-4.4
O=C(NCc1cccnc1)Nc1cccc([N+](=O)[O-])c1	-4.4%	-4.4%	4.9%	-5.8%	-1.9	3.6%	-58.1%[inhibitor]	-5.0%	2.7
CN(Cc1ccccc1)c1ccc(S(=O)(=O)N2CCOCC2)cn1	5.2%	0.1%	3.4%	8.5%	0.1	0.5%	-12.3%[57.5 µM]	-14.2%	-7.7
CCOC(=O)c1cc(-c2csc(COc3ccc(Cl)cc3)n2)on1	8.4%	3.1%	-7.9%	5.8%	-1.6	9.6%	i	-0.9%	9.4
O=C(CCN1C(=O)S/C(=C\c2ccc(F)cc2)C1=O)Nc1ccc(C(=O)O)c(O)c1	7.9%	-3.0%	-19.1%	-9.9%	0.9	16.8%	-21.3%	-20.7%	-20.4
C/C(=N\NC(=O)Cc1cccc2ccccc12)c1ccncc1	-1.4%[1.53 µM]	3.9%	-12.5%	-5.7%	-0.9	-8.9%	-19.2%	-8.3%	0.7
Fc1cccc(Cl)c1CNn1cn[nH]c1=S	-0.9%	-0.9%	-20.2%	5.8%	0.3	-2.2%	-4.4%	3.8%	0.0
CC1(C(=O)NS(=O)(=O)C2CC2)CCN(C(=O)c2ccc3ccccc3n2)C1 (stereo not given)	7.8%	-0.4%	-3.2%	4.1%	0.3	14.5%	-20.6%	-14.7%	-2.2
C=CC[C@@H](CC(=O)N[C@@H](CO)Cc1ccccc1)C(=O)N[C@H](C)COC(=O)[C@@H](CC=C)Cc1ccc(F)cc1	4.2%	-0.5%	-14.8%	-16.6%	-1.4	4.7%	i	-6.5%	12.3

Screening data as filed in PubChem.

Only part of the results is shown, so the mix of outcomes need not match the whole.
